From PubChem BioAssay
ALOX12 inh – Primary qHTS assay for inhibitors of human arachidonate 12S-lipoxygenase (ALOX12): Round 2; Polyunsaturated fatty acid lipoxygenase ALOX12 (Homo sapiens), P18054; purified 12hLO, xylenol orange hydroperoxide absorbance; Potency, µM (top dose mostly 108 µM), inactives show at the highest dose activity change, negative = inhibition, actives largely listed as inhibitors; 580,000 compounds, 1.1% hits; also: potency is read from the fitted curve at half-maximal effect; % is scaled to controls: 0 for no effect and ±100 for the full control effect
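Purified human 12hLO at 150 nM in 25 mM Hepes, 0.01% Triton X-100, pH 7.0, preincubated 15 min at room temperature with compound. Reaction started with 40 uM arachidonic acid, 30 min at room temperature. Hydroperoxide measured by Fe-xylenol orange, 573/405 nm absorbance ratio.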
RGS4 inh – Inhibitors of Regulator of G Protein Signaling (RGS) 4: qHTS | Regulator of G-protein signaling 4 (Homo sapiens), P49798 | Potency, µM (series often up to 114 µM), for inactives: at the highest dose activity change, negative = inhibition, most hits filed as inhibitors | 390,000 compounds, 0.039% hits | Transcreener GDP fluorescence polarization, RGS4-accelerated GTP hydrolysis; also: potency is read from the fitted curve at half-maximal effect; % is scaled to controls: 0 for no effect and ±100 for the full control effect; nearly all actives have a fitted effect of over 75% in size; some results filed as inactive show a strong effect at the top dose
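MLSMR compounds (23 nl, pin-transferred) preincubated 10 min at room temperature with a 500nM (2x) first reagent, then RGS4 at 900nM (2x) plus Transcreener GDP mix added; fluorescence polarization (620/688 nm) read before and after 90 min at 30 °C.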
Anesthetic bind – qHTS Assay for Identification of Novel General Anesthetics. apoferritin/1-aminoanthracene competitive binding, fluorescence. Potency, µM (series often up to 77.5 µM), without a hit: top-dose activity change, negative = displacement, hits mostly inhibitors. AID 485281, 2010. 350,000 compounds, 0.074% hits. Ferritin light chain (Equus caballus), P02791; also: potency is read from the fitted curve at half-maximal effect; % is scaled to controls: 0 for no effect and ±100 for the full control effect; nearly all actives have a fitted effect of over 20% in size
Target sequence (P02791 2-175 limits assumed): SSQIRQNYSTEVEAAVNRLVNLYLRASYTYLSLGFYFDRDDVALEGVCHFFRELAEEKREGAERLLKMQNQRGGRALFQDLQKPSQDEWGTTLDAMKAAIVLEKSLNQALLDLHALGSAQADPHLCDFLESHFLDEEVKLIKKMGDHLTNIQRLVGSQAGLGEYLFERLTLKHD
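In PBS, apoferritin at 10 uM is loaded with 1-AMA from a 50% saturated solution. After 10 min of compound exposure at ambient temperature, reduced 535 nm fluorescence indicates probe displacement.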
POLK inh – qHTS for Inhibitors of Polymerase Kappa; DNA polymerase kappa (Homo sapiens), Q9UBT6; purified Pol kappa, fluorescent DNA synthesis assay, 10 min; Potency, µM (top dose mostly 107 µM), without a hit: at the top dose activity, negative = inhibition, most hits filed as inhibitors; 400,000 compounds, 0.53% hits; AID 588579, 2011; also: potency is read from the fitted curve at half-maximal effect; % is scaled to controls: 0 for no effect and ±100 for the full control effect
Target sequence (Q9UBT6 whole entry, looked up): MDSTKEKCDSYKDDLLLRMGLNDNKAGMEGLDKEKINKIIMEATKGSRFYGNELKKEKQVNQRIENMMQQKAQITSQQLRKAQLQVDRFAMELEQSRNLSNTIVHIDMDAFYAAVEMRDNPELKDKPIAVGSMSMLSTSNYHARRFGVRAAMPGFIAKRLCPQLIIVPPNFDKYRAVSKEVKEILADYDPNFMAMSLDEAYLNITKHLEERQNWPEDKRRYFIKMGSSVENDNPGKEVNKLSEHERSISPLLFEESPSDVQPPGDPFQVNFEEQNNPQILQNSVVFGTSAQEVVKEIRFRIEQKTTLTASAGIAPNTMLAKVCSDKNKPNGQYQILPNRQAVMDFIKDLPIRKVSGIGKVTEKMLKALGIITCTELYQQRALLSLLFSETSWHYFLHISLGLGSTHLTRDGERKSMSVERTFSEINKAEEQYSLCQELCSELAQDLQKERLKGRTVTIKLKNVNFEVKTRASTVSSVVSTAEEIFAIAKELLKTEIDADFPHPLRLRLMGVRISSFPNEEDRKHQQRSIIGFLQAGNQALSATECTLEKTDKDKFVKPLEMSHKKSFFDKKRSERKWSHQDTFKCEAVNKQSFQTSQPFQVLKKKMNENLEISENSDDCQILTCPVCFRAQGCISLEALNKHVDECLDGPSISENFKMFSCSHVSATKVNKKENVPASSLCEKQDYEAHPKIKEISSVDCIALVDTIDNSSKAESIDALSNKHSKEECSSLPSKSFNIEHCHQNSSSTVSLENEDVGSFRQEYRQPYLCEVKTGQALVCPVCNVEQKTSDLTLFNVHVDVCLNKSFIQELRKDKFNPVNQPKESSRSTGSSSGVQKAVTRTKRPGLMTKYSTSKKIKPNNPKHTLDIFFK
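Fluorescent qHTS in 1536-well format: enzyme (10 nM) and compound sat 15 min at room temperature before 50 nM substrate (final) was added. Signal taken at 0 and 10 min; no-enzyme buffer wells were negative controls.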
POLB inh – qHTS Assay for Inhibitors of DNA Polymerase Beta. Potency, µM (titrated, usually from 114 µM), without a hit: top-dose activity change, negative = inhibition, most hits filed as inhibitors. 340,000 compounds, 1.3% hits. P06746. Pol beta primer extension/strand displacement, fluorescence kinetic; also: potency is read from the fitted curve at half-maximal effect; % is scaled to controls: 0 for no effect and ±100 for the full control effect
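Curves were derived by four-parameter Hill fits of normalized qHTS data. The kinetic fluorescent primer-extension read was taken at 0 and 10 min after 50 nM substrate, following a 15 min room-temperature preincubation of 10 nM enzyme with compounds.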
APE1 inh – qHTS Assay for Inhibitors of the Human Apurinic/apyrimidinic Endonuclease 1 (APE1); DNA repair nuclease/redox regulator APEX1 (Homo sapiens), P27695; 350,000 compounds, 0.35% hits; Potency, µM (titrated, usually from 65.8 µM), for the others: top-dose activity change, negative = inhibition, actives largely listed as inhibitors; recombinant APE1, TAMRA/BHQ-2 abasic DNA cleavage fluorescence;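 also: potency is read from the fitted curve at half-maximal effect; plate controls were vehicle for no effect and reference inhibitor for full effect; nearly all actives have a fitted effect of over 55% in size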
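Compound pre-exposure to 0.75 nM APE1, 15 min at ambient temperature. Reaction initiated with 50 nM TAMRA/BHQ-2 THF substrate, read immediately in kinetic mode, 525 nm excitation, 598 nm emission.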
ERG Ets-DNA blk – qHTS for Small Molecule Inhibitors of the ERG Ets/DNA interaction | Transcriptional regulator ERG (Homo sapiens), P11308 | fluorescence polarization, His-ERG Ets domain / labelled DNA | Potency, µM (top dose mostly 76.9 µM), inactives show at the highest dose FP activity, negative = inhibition, usual class: inhibitors | 370,000 compounds, 0.028% hits | AID 624246, 2012; active = well fitted inhibition curve with a large enough effect in the polarisation, with a control signal flat; inconclusive = small, poorly fitted or top-dose-only effect, or effect the other way, or a change in a side signal; inactive = no such curve, though single readings can be large or run the other way; the % refers to the polarisation;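 also: polarization taken with two DNA probes labelled with fluorescein and Texas red; potency is read from the fitted curve at half-maximal effect; % of control where 0% means no effect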
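His-tagged ERG Ets domain (1 uM in the protein solution; 300mM KCl, 50mM Tris-HCl, 1mM EDTA, 1mM DTT, pH 7.5) received compound, then a probe mix of 5 nM fluorescein-DNA and 100nM Texas-615-DNA. Fluorescence polarization was read for both dyes.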
LDHA inh – qHTS assay for inhibitors of human lactate dehydrogenase; L-lactate dehydrogenase A chain (Homo sapiens), P00338; purified LDHA, NADH/diaphorase-resazurin fluorescence; stronger effect = lower value; activity change, % (values are at about 110 or 230 µM); 480,000 compounds, 0.15% hits; AID 1347041, 2019; in the data active = activity change below about -30%; inconclusive = mostly about -25% to -30%;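 also: plate controls were DMSO wells for no effect and wells without enzyme for full effect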
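Enzyme activity of human lactate dehydrogenase 5 (2 nM; 0.06 mM NADH, 0.2 mM pyruvate, 5 min, RT) is measured via a resazurin/diaphorase fluorescence readout of residual NADH.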
Pol eta inh – qHTS for Inhibitors of Polymerase Eta; Potency, µM (series often up to 114 µM), without a hit: top-dose activity change, negative = inhibition, most hits filed as inhibitors; 390,000 compounds, 1.2% hits; recombinant Pol eta, fluorescent DNA replication assay; AID 588591, 2011; also: potency is read from the fitted curve at half-maximal effect; % is scaled to controls: 0 for no effect and ±100 for the full control effect
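Pol eta (10 nM) was preincubated with compounds for 15 min at room temperature, after which fluorescent replication substrate (50 nM final) was added to start the reaction. Fluorescence was read kinetically at 0 and 10 min.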
* hit, by the source's call; & = joins results of further samples; [ ] = remark or other dose. Unless noted, calls follow the shape of the dose curve; as a rule, active = well fitted curve in the direction sought with a large enough effect; inconclusive = small, poorly fitted or top-dose-only effect, or another doubt; inactive = no such curve, though single readings can be large; an effect the other way counts as inactive or inconclusive.

Start of the data: the first 2 entries, to show the layout:
What do the screens show for `O=C(COC(=O)Cc1c[nH]c2ccccc12)NC1CCS(=O)(=O)C1` (centres undefined)?
ALOX12 inh: -8%; RGS4 inh: 11%; POLK inh: -3%; APE1 inh: 16%; ERG Ets-DNA blk: 15%; LDHA inh: -2; Pol eta inh: -5%

Results for O=C1CCCCC1(c1ccccc1)c1ccccc1 ?
ALOX12 inh: -9%; RGS4 inh: 13%; POLK inh: -7%; ERG Ets-DNA blk: 10%; LDHA inh: -5; Pol eta inh: -15%

Results (from the top)
What do the screens show for `O=C(COC(=O)Cc1c[nH]c2ccccc12)NC1CCS(=O)(=O)C1` (centres undefined)?
ALOX12 inh: -8%; RGS4 inh: 11%; POLK inh: -3%; APE1 inh: 16%; ERG Ets-DNA blk: 15%; LDHA inh: -2; Pol eta inh: -5%

Results for O=C1CCCCC1(c1ccccc1)c1ccccc1 ?
ALOX12 inh: -9%; RGS4 inh: 13%; POLK inh: -7%; ERG Ets-DNA blk: 10%; LDHA inh: -5; Pol eta inh: -15%

How did O=[N+]([O-])c1cn(-c2nc(-c3ccco3)cc(C(F)(F)F)n2)cn1 do in these assays?
ALOX12 inh: 0%; RGS4 inh: 7%; Anesthetic bind: -7%; POLK inh: -13%; POLB inh: 2%; APE1 inh: 0%; ERG Ets-DNA blk: -5%; LDHA inh: -9; Pol eta inh: -5%

How did CCN(CC(=O)Nc1ccc(NC(C)=O)cc1)C(=O)c1cccc(S(=O)(=O)N2CCCC2)c1 do in these assays?
ALOX12 inh: -21%; RGS4 inh: -27%; POLK inh: -15%; APE1 inh: -11%; ERG Ets-DNA blk: -5%; LDHA inh: -3; Pol eta inh: -9%

What do the screens show for `COc1c(C(=O)Nc2c(C)n(C)n(-c3ccccc3)c2=O)ccc2ccccc12`?
ALOX12 inh: 10%; RGS4 inh: 48%; Anesthetic bind: 1%; POLK inh: -13%; POLB inh: -17%; APE1 inh: -5%; ERG Ets-DNA blk: 0%; LDHA inh: -3; Pol eta inh: 11%

How did Cc1ccc(-c2nc3ccccc3c(=O)n2N)cc1 do in these assays?
ALOX12 inh: 23%; RGS4 inh: -12%; Anesthetic bind: -15%; POLK inh: 0%; POLB inh: -11%; APE1 inh: 18%; ERG Ets-DNA blk: 3%; LDHA inh: -5; Pol eta inh: -18%

How did C/C(=N\NC(=O)CSCc1ccc([N+](=O)[O-])cc1)c1ccccc1O do in these assays?
ALOX12 inh: -6%; RGS4 inh: -13%; Anesthetic bind: -12%; POLK inh: 9%; POLB inh: 12%; APE1 inh: 0%; ERG Ets-DNA blk: 5%; LDHA inh: -2; Pol eta inh: inconclusive

Results for C=CCOc1ccc(CNc2ccc3[nH]c(=O)[nH]c3c2)cc1 ?
ALOX12 inh: -29%; RGS4 inh: -33%; Anesthetic bind: -4%; POLK inh: -11%; POLB inh: -15%; APE1 inh: 11%; ERG Ets-DNA blk: 9%; LDHA inh: 15; Pol eta inh: -19%

Results for COc1ccc(CNC(=O)C2CCN(S(=O)(=O)c3c(C)noc3/C=C/c3ccccc3F)CC2)cc1 ?
ALOX12 inh: -28%; RGS4 inh: -16%; Anesthetic bind: 6%; POLK inh: -6%[60.1 µM]; POLB inh: 16%; ERG Ets-DNA blk: 5%; LDHA inh: -9; Pol eta inh: -5%

What do the screens show for `CN(C)C(CNC(=O)CNC(=O)c1ccc2ccccc2c1)c1ccccc1` (centres undefined)?
ALOX12 inh: -14%; RGS4 inh: 2%; Anesthetic bind: -3%; POLK inh: -4%; POLB inh: 34%; APE1 inh: -10%; ERG Ets-DNA blk: 19%; LDHA inh: -5; Pol eta inh: -6%

How did CC(=O)NS(=O)(=O)c1ccc(N=c2ssc3c2-c2cc(C)c(C)cc2NC3(C)C)cc1 do in these assays?
ALOX12 inh: inconclusive; RGS4 inh: -3%; Anesthetic bind: -5%; POLK inh: -13%; POLB inh: 40%; APE1 inh: 13%; ERG Ets-DNA blk: -5%; LDHA inh: -5; Pol eta inh: -2%

What do the screens show for `Cc1csc(NC(=O)c2cn3ccccc3n2)n1`?
ALOX12 inh: -1%; RGS4 inh: -1%; Anesthetic bind: -5%; POLK inh: -10%; POLB inh: inconclusive; APE1 inh: 3%; ERG Ets-DNA blk: 8%; LDHA inh: 8; Pol eta inh: -5%

Results for COc1ccc(C(=O)CC2(O)C(=O)N(Cc3cccc(C(F)(F)F)c3)c3ccccc32)cc1 (centres undefined) ?
ALOX12 inh: 0%; RGS4 inh: 11%; Anesthetic bind: inconclusive; POLK inh: 9%; POLB inh: 0%; ERG Ets-DNA blk: 1%; LDHA inh: 0; Pol eta inh: -25%

Results for CCc1ccc(-c2csc(NC(=O)C3=COCCO3)n2)cc1 ?
ALOX12 inh: 9%; RGS4 inh: 3%; POLK inh: 1%; APE1 inh: -10%; ERG Ets-DNA blk: 6%; LDHA inh: 0; Pol eta inh: -24%

Results for CCOc1ccc(NC(=O)Cn2c(=O)n(Cc3nc(-c4ccccc4)no3)c(=O)c3ccccc32)cc1 ?
ALOX12 inh: -1%; RGS4 inh: 28%; Anesthetic bind: 43%[activator]; POLK inh: -16%; POLB inh: -7%; ERG Ets-DNA blk: -1%; LDHA inh: -4; Pol eta inh: 3%

How did Cc1ccc(Cl)cc1N1CCN(C(=O)c2ccc(C)c(-n3c(C)nc4cccnc43)c2)CC1 do in these assays?
ALOX12 inh: inconclusive; RGS4 inh: -2%; Anesthetic bind: 33%[activator]; POLK inh: -21%; POLB inh: 0%; ERG Ets-DNA blk: 5%; LDHA inh: 1; Pol eta inh: -18%

How did O=[N+]([O-])c1cccc(-n2nnnc2CN2CCCCCC2)c1 do in these assays?
ALOX12 inh: 0%; RGS4 inh: -2%[56.9 µM]; Anesthetic bind: 7%; POLK inh: -14%; POLB inh: -15%; APE1 inh: -3%; ERG Ets-DNA blk: -1%; LDHA inh: -3; Pol eta inh: -13%

How did Cc1[nH]nc2c1C(c1cnn(C)c1)C(C#N)=C(N)O2 (centres undefined) do in these assays?
ALOX12 inh: -3%; RGS4 inh: 13%; Anesthetic bind: -9%; POLK inh: -8%; POLB inh: 17%; APE1 inh: 0%; ERG Ets-DNA blk: 7%; LDHA inh: -6; Pol eta inh: -10%

What do the screens show for `O=Cc1cn(CCC(=O)O)nc1-c1cccc2ccccc12`?
ALOX12 inh: -5%; RGS4 inh: -6%; Anesthetic bind: -6%; POLK inh: -7%; POLB inh: -30%; APE1 inh: 3%; ERG Ets-DNA blk: 2%; LDHA inh: -14; Pol eta inh: -14%

How did COC(=O)c1cc(C#N)c(Oc2ccc(OC)cc2)nc1C do in these assays?
ALOX12 inh: -7%; RGS4 inh: 26%; Anesthetic bind: -16%; POLK inh: -17%; POLB inh: 33%; APE1 inh: 13%; ERG Ets-DNA blk: 2%; LDHA inh: -3; Pol eta inh: 1%

How did COCCCNC(=O)CN(Cc1ccccc1)S(=O)(=O)c1ccccc1 do in these assays?
ALOX12 inh: 20%; RGS4 inh: 5%; Anesthetic bind: -6%; POLK inh: -11%; POLB inh: 11%; APE1 inh: 34%; ERG Ets-DNA blk: -6%; LDHA inh: -6; Pol eta inh: -3%

What do the screens show for `CCCCCCC[C@@H](C/C=C/CCC(=O)O)OC`?
ALOX12 inh: 26%; RGS4 inh: -8%; POLK inh: -2%; APE1 inh: 15%; ERG Ets-DNA blk: 8%; LDHA inh: 3; Pol eta inh: -18%

Results for Cc1cc(C)nc(N2C(=O)CC(Cc3ccccc3)C2=O)n1 (centres undefined) ?
ALOX12 inh: -8%; RGS4 inh: 29%; Anesthetic bind: -9%; POLK inh: -11%; POLB inh: 22%; APE1 inh: -1%; ERG Ets-DNA blk: 2%; LDHA inh: -7; Pol eta inh: -1%

What do the screens show for `CC(=O)Nc1cccc(NC(=O)CSc2nc3ccccc3o2)c1`?
ALOX12 inh: 1%&-1%; RGS4 inh: 16%; Anesthetic bind: 3%; POLK inh: -10%; POLB inh: -1%; APE1 inh: -1%; ERG Ets-DNA blk: -6%; LDHA inh: -1&-8; Pol eta inh: -15%

What do the screens show for `Cc1ccc(C(=O)Nc2ccc(S(=O)(=O)NCc3ccco3)cc2)cc1`?
ALOX12 inh: -11%; RGS4 inh: -16%; Anesthetic bind: -18%; POLK inh: inconclusive; POLB inh: inconclusive; APE1 inh: 1%; ERG Ets-DNA blk: -4%; LDHA inh: -8; Pol eta inh: inconclusive

An excerpt; count on the stated rates, not on these rows.
